EBV gp42 block: inhibitors of Epstein-Barr virus glycoprotein 42. 0.42% of 220,000 active. inhibition, % (tested at 21.74 µM). Fluorescence polarization binding assay, mP read-out. Q1HVG2; in the data active means inhibition above about 50%
Target sequence (Q1HVG2 whole entry, looked up): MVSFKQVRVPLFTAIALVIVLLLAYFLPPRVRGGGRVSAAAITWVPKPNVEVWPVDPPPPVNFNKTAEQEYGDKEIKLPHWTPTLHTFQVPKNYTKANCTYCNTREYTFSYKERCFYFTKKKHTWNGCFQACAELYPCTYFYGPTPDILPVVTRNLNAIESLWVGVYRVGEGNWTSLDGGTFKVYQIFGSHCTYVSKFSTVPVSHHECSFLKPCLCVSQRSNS
TRPML3 agonist: agonists of human TRPML3 channel | Q8TDD5 | HEK293 TRPML3-YFP, Fluo-8 calcium fluorescence; 100% = the carbachol control signal | activation, % at 3 µM | 0.29% of 220,000 active | AID 1448;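 active means activation above its plate's cutoff, the mean activation of the plate's test wells plus 3 SD, cut at about 12% in these data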;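 further: 0% = DMSO only wells and 100% = carbachol wells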
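system = HEK293 cells stably carrying human TRPML3-YFP | doses = one concentration, 3 µM nominal, 0.3% DMSO | timing = dye loading 1 h 37 °C then 30 min ambient, 125 s read | detection = Fluo-8 calcium dye fluorescence, ex 470-495, em 515-575 nm | benchmarks = high control carbachol 87 µM, low control DMSO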
p47phox inh: inhibitors of human p47phox binding. inhibition, % at 24.7 µM. 0.53% of 220,000 active. p47phox/p22phox peptide binding, fluorescence polarization, 2 h. P14598;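 active means inhibition above about 30%, limit read from the data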;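 further: 0% = p47phox with labelled peptide and 100% = labelled peptide alone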
CHOP inh: blocks CHOP induction under ER stress; inhibition, % at 10 µM; AID 2732; 3.8% of 220,000 active; CHO-K1 CHOP-promoter luciferase, tunicamycin-induced, 15-18 h;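 active means compounds that reduced the stress-induced luciferase reporter signal by more than about 70% of percent inhibition, limit read from the data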;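 further: 0% = tunicamycin plus vehicle and 100% = wells without tunicamycin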
Mdm2 ligase inh: inhibitors of human Mdm2 E3 ubiquitin ligase. cell-based MDM2 ubiquitination luciferase reporter, 2 h; 0 = plate control, 100 = twice control, blank-subtracted. signal enhancement, % at 5 µM. 0.11% of 210,000 active. AID 1230;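 active means signal enhancement of 30% or more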;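 further: luminescence tracks abundance of the self-degrading MDM2-luciferase fusion protein; higher signal means inhibition of MDM2 E3 ligase activity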
Target sequence (Q00987 whole entry, looked up, the tested form may be a part): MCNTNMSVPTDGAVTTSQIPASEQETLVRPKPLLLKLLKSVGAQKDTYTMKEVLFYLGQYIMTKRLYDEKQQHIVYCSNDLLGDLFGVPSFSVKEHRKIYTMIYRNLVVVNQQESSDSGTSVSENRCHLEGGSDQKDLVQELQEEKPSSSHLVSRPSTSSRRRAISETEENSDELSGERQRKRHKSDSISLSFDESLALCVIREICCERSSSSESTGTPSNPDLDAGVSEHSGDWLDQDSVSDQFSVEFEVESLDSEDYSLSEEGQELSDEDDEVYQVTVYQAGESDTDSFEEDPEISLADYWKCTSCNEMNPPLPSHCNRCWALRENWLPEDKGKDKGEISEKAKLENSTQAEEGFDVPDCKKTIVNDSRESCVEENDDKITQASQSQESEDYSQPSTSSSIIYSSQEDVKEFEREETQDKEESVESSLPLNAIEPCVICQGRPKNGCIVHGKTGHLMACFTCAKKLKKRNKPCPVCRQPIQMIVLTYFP
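Test system: stable mammalian line carrying autodegrading MDM2–luciferase fusion reporter; quantity: 2000 cells in each well; times: 4 h cell settling then 2 h compound exposure, 37 °C; detection: luminescence with SteadyLite reagent, 15 min at room temperature; evaluation: percent signal gain over controls, blank-subtracted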
TRPN1 ag: zebrafish TRPN1 (NompC) channel agonism | 0.18% of 220,000 active | AID 1424 | activation, % at 3 µM | HEK293 zebrafish TRPN1-YFP, Fluo-8 calcium fluorescence; 100% = response to 87 µM carbachol;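 active means activation above its plate's cutoff, the mean activation of test wells on that plate plus 3 SD, cut at about 19% in these data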;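 further: 0% = DMSO alone and 100% = 87 µM carbachol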
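System: zebrafish TRPN1-YFP in HEK293 cells / Dosing: 3 µM single point / Timing: dye loading 1 h at 37 °C, then 30 min room temperature / Signal: Fluo-8 calcium fluorescence, excitation 470-495 nm, emission 515-575 nm / Read-out basis: percent activation from peak over basal fluorescence ratio, control-normalized / Control set: high carbachol 87 µM, low DMSO alone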
Runt-SMMHC FRET: blocks binding of human RUNX1 Runt domain to CBFb-SMMHC. Q01196+Q13951. Cerulean-Runt/Venus-CBFb-SMMHC FRET ratio 530/480, 1 h. inhibition, % at 20 µM. 0.74% of 220,000 active. AID 1434;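 active means mean inhibition across duplicate retests at 20 µM reaching about 50%, limit read from the data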;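 further: 0% = DMSO wells and 100% = wells with excess untagged CBFb-SMMHC; inhibitors lower the FRET ratio by blocking Runt binding to CBFb-SMMHC; some results filed as inactive read as strong as hits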
TNF necrop inh: inhibitors of TNF-alpha induced necroptosis in Jurkat FADD-/- cells; Jurkat FADD-/- TNF necroptosis rescue, ATP luminescence, 24 h; 0 = TNF only, 100 = no-TNF cells; 0.068% of 220,000 active; activation (protection from cell death), % at 10 µM;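 active means activation, meaning protection from cell death, of at least 50% relative to plate controls; inactive means activation below 50%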;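 further: necroptosis triggered by 40 ng/mL TNF-alpha added together with compound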
PPC-1+TRAIL kill: kills PPC-1 cancer cells in the presence of TRAIL. PPC-1 cells + TRAIL, ATPLite viability luminescence. cell killing (% activity), % at 4 µM. 0.41% of 220,000 active;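 active means cell killing above 50% in the first pass at 4 µM, then a duplicate retest at 5 µM averaging 50% or more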;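 further: plate controls were cells with TRAIL plus DMSO for no effect and medium-only wells lacking cells for full effect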
Numbers without * were called inactive; . = not tested or not shown; & = joins results of further samples.

SMILES	EBV gp42 block	TRPML3 agonist	p47phox inh	CHOP inh	Mdm2 ligase inh	TRPN1 ag	Runt-SMMHC FRET	TNF necrop inh	PPC-1+TRAIL kill
CS(=O)(=O)c1ccc(C(=O)OCc2nnc(-c3ccc(Cl)cc3)o2)cc1[N+](=O)[O-]	7	0.2	-3	79*	-15	1.2	0	-0.5	-4
COc1ccc(OC)c2[nH]c(=O)c(CCNS(=O)(=O)c3ccc(C)cc3)cc12	8	-0.7	-5	-1	-16	0.2	4	-1.6	20
Cc1noc(C)c1S(=O)(=O)Nc1cc(C(F)(F)F)ccc1N1CCOCC1	-2	2.7	-3	13	-8	4.8	-2	3.9	4
CCN(CC)CCN1C(=O)C(=O)/C(=C(/O)c2c(C)[nH]c(C(=O)OC)c2C)C1c1ccccc1 (centres undefined)	-12	0.2	-9	9	-8	-1.1	3	-1.3	5
Cc1nn(C)c(Cl)c1CN1CCC(CO)(CCOc2ccccc2)CC1	2	1.0	6	4	6	2.3	1	0.0	13
O=C(Nc1ccccc1C(=O)OCC(=O)N1CCc2ccccc2C1)c1ccco1	-5	-0.7	-24	67	-11	-0.5	-2	-3.6	30
CCOc1ccccc1OCC(=O)NCCc1ccc(S(N)(=O)=O)cc1	-9	1.2	-1	10	0	0.2	-2	2.9	26
Fc1ccc(-c2nnc3sc(C4COc5ccccc5O4)nn23)cc1 (centres undefined)	-21	0.6	-3	17	-10	1.1	1	-4.0	28
COCCn1c(SCC(=O)c2ccc3c(c2)OCCO3)nnc1C(C)C	-16	0.6	-13	-28	-4	-0.4	-1	-2.3	2
CNC(=O)C1Cc2ccccc2CN1S(=O)(=O)c1cccs1 (centres undefined)	7	0.3	-2	6	-3	-0.3	1	0.4	-13
C/C(CCc1ccco1)=N\NC(=O)CNc1cccc2ccccc12	-2	-0.1	-10	6	-54	-1.6	-10	2.5	22
COc1nc(NCc2ccc(Cl)cc2)nc(OC)n1	-13	0.3	-2	31	-8	-1.3	-5	-11	-1
CCCC(C)NS(=O)(=O)c1ccccc1 (centres undefined)	4	0.1	-3	5	-17	0.5	0	1.3	-17
Cc1ccc(O)c(C(CC(=O)NCc2cccnc2)c2ccccc2)c1 (centres undefined)	11	0.4	4	1	3	-0.7	1	-1.4	12
O=C1C2ON(c3ccccc3)C(c3cccnc3)C2C(=O)N1Cc1ccccc1 (centres undefined)	-12	-0.5	-10	33	-3	0.8	-2	-0.3	9
Brc1ccc(-c2cn3c(n2)SCC3)cc1	-15	3.5	-5	6	-7	5.9	-4	-0.4	20
C=CCOc1ccc(C2/C(=C(\O)c3ccc(F)cc3)C(=O)C(=O)N2CCCN(C)C)cc1 (centres undefined)	1	0.2	1	-18	-14	0.1	3	-0.1	8
CCOC(=O)COn1c(=O)c(=O)n(O)c2ccccc21	-9	0.7	-4	4	-9	2.0	-4	-0.4	12
C(=N\n1cnnc1)/c1cn(Cc2ccccc2)c2ccccc12	-23	-0.1	-9	25	-11	-0.5	3	1.5	-2
O=C(Cn1cnc2ccccc2c1=O)NCCC(=O)N1CCN(Cc2ccccc2)CC1	2	0.3	-5	26	34*	-0.1	-1	-0.7	-6

Single records (already shown).
`O=C(Cn1cnc2ccccc2c1=O)NCCC(=O)N1CCN(Cc2ccccc2)CC1` in the list: EBV gp42 block = 2; TRPML3 agonist = 0.3; p47phox inh = -5; CHOP inh = 26; Mdm2 ligase inh = 34*; TRPN1 ag = -0.1; Runt-SMMHC FRET = -1; TNF necrop inh = -0.7; PPC-1+TRAIL kill = -6
`C=CCOc1ccc(C2/C(=C(\O)c3ccc(F)cc3)C(=O)C(=O)N2CCCN(C)C)cc1` (centres undefined) in the list: EBV gp42 block = 1; TRPML3 agonist = 0.2; p47phox inh = 1; CHOP inh = -18; Mdm2 ligase inh = -14; TRPN1 ag = 0.1; Runt-SMMHC FRET = 3; TNF necrop inh = -0.1; PPC-1+TRAIL kill = 8
`COCCn1c(SCC(=O)c2ccc3c(c2)OCCO3)nnc1C(C)C` in the list: EBV gp42 block = -16; TRPML3 agonist = 0.6; p47phox inh = -13; CHOP inh = -28; Mdm2 ligase inh = -4; TRPN1 ag = -0.4; Runt-SMMHC FRET = -1; TNF necrop inh = -2.3; PPC-1+TRAIL kill = 2

Further records.
SMILES	EBV gp42 block	TRPML3 agonist	p47phox inh	CHOP inh	Mdm2 ligase inh	TRPN1 ag	Runt-SMMHC FRET	TNF necrop inh	PPC-1+TRAIL kill
COc1cc([N+](=O)[O-])cc2cc(C(=O)NC(C)(C)C)c(=O)oc12	1	0.5	-5	1	-16	-1.1	-3	-1.1	14
CN(C(=S)Nc1ccccc1F)C1(c2ccccc2Cl)CCCCC1=O (centres undefined)	-1	-0.1	6	33	-10	1.4	-8	-2.6	18
CC(NC(=O)COc1ccccc1)C(c1ccccc1)N1CCN(C)CC1 (centres undefined)	-13	0.9	-5	98*	-13	0.2	-2	2.4	-22
CC(C)(C)S(=O)(=O)c1cnc(-c2cnccn2)nc1N	-13	1.1	-9	-3	-15	1.0	1	1.0	15
COc1cccc(C2=NOC(C(=O)Nc3ccc(C(C)=O)cc3)C2)c1 (centres undefined)	-18	-0.1	-15	43	2	0.0	3	1.2	-1
CSc1ccc(/C=N/N2CCN(Cc3ccc(C)cc3C)CC2)cc1	-7	0.8	0	48	5	0.1	-1	-3.2	24
CN(c1cccc(NC(=O)c2cccc([N+](=O)[O-])c2)c1)S(C)(=O)=O	-7	1.1	-3	-17	-8	1.1	-2	-0.4	31
O=C(CSc1nnc2ccccn12)Nc1ccccc1C(=O)O	-6	0.8	-11	1	-7	1.8	-2	0.6	3
NC(=O)NC(=O)CSc1cccc(C(F)(F)F)c1	2	-0.9	-5	8	-8	0.2	2	0.6	7
O=C(O)CC1S/C(=N/N=C/C=C/c2ccccc2)NC1=O (centres undefined)	0&1	1.4&-0.2	-6&6	21&-14	-2&-15	-1.1&0.0	7&-4	0.6&0.7	17&18
Cc1nc2ccccc2c(=O)n1/N=C/c1ccccc1	-4	0.1	-3	9	-14	0.7	-2	-4.2	0
Cc1cc(C)c2c(c1)/C(=N/NS(=O)(=O)c1ccccc1)CCC2	-14	-0.3	-11	17	-10	-0.1	-1	-0.7	-5
N/C(Cc1ccc(Cl)cc1Cl)=N\OC(=O)c1cccs1	9	-1.2	-9	2	-11	-2.2	2	-2.5	24
O=C(Nc1nc2ccc(S(=O)(=O)N3CCCCC3)cc2s1)c1cccnc1	-15	2.0	-29	31	-7	2.9	-7	-0.4	8
CCCC[C@@H]1CNC(=O)C(=O)N1CCc1cc(C(F)(F)F)cc(C(F)(F)F)c1	-16	.	-16	14	17	.	-2	0.8	-7
C=CCn1c(N)c(S(=O)(=O)c2cccs2)c2nc3ccccc3nc21	25	-1.6	-22	13	-9	-0.1	5	-1.9	2
COc1ccc(C(=O)NCC(=O)N/N=C/C=C/c2ccccc2)cc1OC	0	0.8	-4	17	-19	-0.8	0	1.0	-2
Cc1ccc(-c2nnc(NCc3nc4ccccc4[nH]3)c3ccccc23)cc1S(=O)(=O)N1CCCCC1	-15	-0.3	-10	7	-7	-1.4	2	7.4	13
CCOC(=O)CCNc1n[nH]c(=O)[nH]c1=O	-33	0.3	-2	16	-21	0.7	0	-0.4	13
COc1ccc(-c2ccc([C@H]3[C@H]4C=CC[C@@H](C)[C@@H]4C(=O)N3Cc3ccccc3)c(F)c2)cc1OC	-8	.	-21	37	-4	.	0	1.3	-2

Limited to TRPN1 ag, for some of the entries so far:
| canonical_smiles | TRPN1 ag |
| --- | --- |
| NC(=O)NC(=O)CSc1cccc(C(F)(F)F)c1 | 0.2 |
| CC(NC(=O)COc1ccccc1)C(c1ccccc1)N1CCN(C)CC1 (centres undefined) | 0.2 |
| Cc1cc(C)c2c(c1)/C(=N/NS(=O)(=O)c1ccccc1)CCC2 | -0.1 |
| O=C(Nc1nc2ccc(S(=O)(=O)N3CCCCC3)cc2s1)c1cccnc1 | 2.9 |
| CN(C(=S)Nc1ccccc1F)C1(c2ccccc2Cl)CCCCC1=O (centres undefined) | 1.4 |

Another view of part of the listing above:
Order of results – EBV gp42 block, TRPML3 agonist, p47phox inh, CHOP inh, Mdm2 ligase inh, TRPN1 ag, Runt-SMMHC FRET, TNF necrop inh, PPC-1+TRAIL kill
CC(C)(C)S(=O)(=O)c1cnc(-c2cnccn2)nc1N
    -13, 1.1, -9, -3, -15, 1.0, 1, 1.0, 15
COc1cccc(C2=NOC(C(=O)Nc3ccc(C(C)=O)cc3)C2)c1 (centres undefined)
    -18, -0.1, -15, 43, 2, 0.0, 3, 1.2, -1

Further results:
SMILES	EBV gp42 block	TRPML3 agonist	p47phox inh	CHOP inh	Mdm2 ligase inh	TRPN1 ag	Runt-SMMHC FRET	TNF necrop inh	PPC-1+TRAIL kill
CCCn1c(SCC(=O)NC2CCCC(C)C2C)n[nH]c1=O (centres undefined)	-22	0.6	-5	-27	-1	-0.1	-1	-0.7	-2
Cc1nc(S(=O)(=O)Nc2ccccc2C(=O)NCC2CC2)cn1C	-4	0.7	-8	4	-9	0.1	2	0.3	14
COc1ccc(Nc2nc(N)nc(CN3CCC(C)CC3)n2)cc1	-10	1.1	-5	-6	-1	0.4	-6	2.4	16
CCCc1nc2ccccc2n1Cc1ccccc1OC	4	-0.9	-3	36	-3	-2.2	0	-0.3	19
CC1CCC2(CC1)NC(=O)N(CC(=O)c1cn(CCC#N)c3ccccc13)C2=O (centres undefined)	0	0.0	5	12	-8	1.2	0	5.8	-6
S=c1[nH]cc(-c2ccc(Cl)cc2)n1Cc1ccccc1	-14	-0.7	1	-8	-15	-2.4	0	-0.2	18
Cn1c2c(c(=O)n(C)c1=O)CN(CC1CCCO1)CN2 (centres undefined)	4	-0.1	-1	73*	0	-0.1	0	-0.2	8

Source: PubChem BioAssay (several laboratories)
